High-throughput results: PubChem, National Center for Advancing Translational Sciences (NCATS)
Pol kappa inh: qHTS for Inhibitors of Polymerase Kappa; DNA polymerase kappa (Homo sapiens), Q9UBT6; hit rate 0.53% among 400,000; Potency, µM (titrated, usually from 107 µM), for inactives: at the top dose activity, negative = inhibition, hits mostly inhibitors; purified Pol kappa, fluorescent DNA synthesis assay, 10 min; AID 588579, 2011; further: on the % scale 0 is the no-effect control and ±100 the full control effect
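Kinetic fluorescence screen: compound preincubated 15 min RT with 10 nM enzyme; 50 nM substrate (final) initiates; reads at 0/10 min.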
APEX1 inh: qHTS Assay for Inhibitors of the Human Apurinic/apyrimidinic Endonuclease 1 (APE1) | recombinant APE1, TAMRA/BHQ-2 abasic DNA cleavage fluorescence | AID 2517, 2012 | hit rate 0.35% among 350,000 | Potency, µM (series often up to 65.8 µM), for inactives: at the top dose activity change, negative = inhibition, hits mostly inhibitors;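 further: plate controls were vehicle for no effect and reference inhibitor for full effect; nearly all actives have a fitted effect of over 55% in size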
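Incision of a quenched TAMRA/BHQ-2 THF abasic-site duplex (50 nM) by 0.75 nM APE1, after 15 min compound preincubation, measured as fluorescence increase over three 60 s reads. Values normalized to buffer, DMSO and NSC13755 control wells.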
G9a block: qHTS Assay for Inhibitors of Histone Lysine Methyltransferase G9a; G9a H3K9 monomethylation, AlphaScreen, 2 h; Potency, µM (doses to about 102 µM), for inactives: at the top dose activity, negative = inhibition, hits mostly inhibitors; hit rate 8.8% among 350,000; further: on the % scale 0 is the no-effect control and ±100 the full control effect; nearly all actives have a fitted effect of over 75% in size
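Using a bead-based AlphaScreen, monomethylated H3K9 product from 2 h room-temperature reactions (G9a 20 nM, peptide 500 nM, SAM 20 uM) was detected with 0.5 ug/mL rabbit anti-H3K9me1 antibody.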
BLM helicase inh: qHTS Assay for Inhibitors of Bloom's syndrome helicase (BLM); RecQ-like DNA helicase BLM (Homo sapiens), P54132; recombinant BLM DNA unwinding, fluorescence dequenching; Potency, µM (titrated, usually from 56.1 µM), inactives show at the top dose activity change, negative = inhibition, actives largely listed as inhibitors; hit rate 0.2% among 350,000; AID 2528, 2010;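 further: plate controls were vehicle for no effect and no enzyme for full effect; nearly all actives have a fitted effect of over 35% in size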
BAZ2B block: qHTS Assay for Inhibitors of BAZ2B; Bromodomain adjacent to zinc finger domain protein 2B (Homo sapiens), Q9UIF8; AlphaScreen BAZ2B-H3K14Ac peptide displacement; Potency, µM (doses to about 114 µM), inactives show top-dose activity change, negative = inhibition, usual class: inhibitors; hit rate 4.4% among 360,000; further: on the % scale 0 is the no-effect control and ±100 the full control effect; nearly all actives have a fitted effect of over 60% in size
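Inhibition is scored as reduced AlphaScreen emission. The BAZ2B/b-H3(5-23)K14Ac complex (50 nM each) in PBS pH 7.4, 0.01% Tween-20 meets compound (up to 110 uM) for 30 min at RT before bead addition.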
Pol iota inh: qHTS for Inhibitors of Polymerase Iota. DNA polymerase iota (Homo sapiens), Q9UNA4. Pol iota fluorescent replication assay, 10 min. Potency, µM (top dose mostly 115 µM), for the others: top-dose activity, negative = inhibition, most hits filed as inhibitors. hit rate 1% among 390,000
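Fluorescent replication assay read twice, at 0 min and 10 min after adding 50 nM (final) substrate. Enzyme (10 nM) and compounds were first incubated 15 min at room temperature; enzyme-free buffer wells were negative controls.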
POLB inh: qHTS Assay for Inhibitors of DNA Polymerase Beta; Pol beta primer extension/strand displacement, fluorescence kinetic; Potency, µM (titrated, usually from 114 µM), without a hit: top-dose activity change, negative = inhibition, actives largely listed as inhibitors; hit rate 1.3% among 340,000; AID 485314, 2010; further: on the % scale 0 is the no-effect control and ±100 the full control effect
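Kinetic readout of DNA synthesis with strand displacement by Pol beta. Compound and 10 nM enzyme sit 15 min at room temperature; 50 nM substrate starts the reaction, read immediately and at 10 min.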
POLH inh: qHTS for Inhibitors of Polymerase Eta | AID 588591, 2011 | DNA polymerase eta (Homo sapiens), Q9Y253 | recombinant Pol eta, fluorescent DNA replication assay | hit rate 1.2% among 390,000 | Potency, µM (top dose mostly 114 µM), for the others: top-dose activity change, negative = inhibition, actives largely listed as inhibitors; further: on the % scale 0 is the no-effect control and ±100 the full control effect
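Pol eta at 10 nM preincubated with compounds 15 min at room temperature; reaction started with fluorescent substrate (50 nM final) and read kinetically at 0 and 10 min.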
Anesthetic bind: qHTS Assay for Identification of Novel General Anesthetics; Ferritin light chain (Equus caballus), P02791; apoferritin/1-aminoanthracene competitive binding, fluorescence; hit rate 0.074% among 350,000; Potency, µM (titrated, usually from 77.5 µM), inactives show top-dose activity change, negative = displacement, most hits filed as inhibitors; further: on the % scale 0 is the no-effect control and ±100 the full control effect; nearly all actives have a fitted effect of over 20% in size
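Horse-spleen apoferritin (10 uM) was mixed with 50% saturated 1-aminoanthracene in PBS, exposed to compounds for 10 min at room temperature, and read for fluorescence (ex 380 nm, em 535 nm). Competitive displacement was fitted with a four-parameter Hill equation.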
Numbers without * were called inactive; u = inconclusive; x = not tested or not shown; & = joins results of further samples; [ ] = dose if it differs, or a comment. The call rests on the fitted dose curve; in most records, active means well fitted curve in the direction sought with a large enough effect; inconclusive means small, poorly fitted or top-dose-only effect, or another doubt; inactive means no such curve, though single readings can be large; an effect the other way counts as inactive or inconclusive. Potency means the concentration at half of the fitted maximal effect.

Second line of a record – Pol kappa inh | APEX1 inh | G9a block | BLM helicase inh | BAZ2B block | Pol iota inh | POLB inh | POLH inh | Anesthetic bind
COc1ccc(CN(C)C(=O)CCl)cc1
    3% | -3% | -45% | -2% | -18% | 1% | 34% | 10% | -8%
CC(C)COc1ccc(-c2cc(C(=O)NN)[nH]n2)cc1
    -16% | -3% | -5% | 3% | 5% | -22% | 2% | -7% | -19%
CC(C)=CC(=O)OCc1csc(CC(=O)Nc2ccccc2C)n1
    5% | 5% | -7% | -2% | -3% | -8% | -14% | -21% | -6%
COc1ccc(NC(=O)Cn2c(=O)n(-c3ccc(OC)cc3OC)c(=O)c3c(C)c(C)sc32)cc1
    -14% | 2% | -8% | -1% | -22% | 30% | -20% | -17% | -1%
CN1CCN(C(=O)C2=C[C@@H](c3ccc(C(F)(F)F)cc3)C[C@@H](OCc3ccc(CO)cc3)O2)CC1
    -7% | -6% | 22%[59 µM] | 0% | -20% | 7% | -8% | -3% | -19%
O=C(OCc1ccc2c(c1)OCO2)c1ccc(S(=O)(=O)N2CCCCC2)cc1
    2% | -5% | 2%[12.7 µM] | -3% | -2% | 16% | -12% | -16% | -2%
Cc1cc(C(F)(F)F)n(-c2nc(C(=O)NNS(=O)(=O)c3ccccc3[N+](=O)[O-])cs2)n1
    -12% | 18% | x | -6% | -6% | 1% | 23% | -22% | -19%
COCCn1c(C)nc2oc3ccc(Br)cc3c(=O)c2c1=O
    -1% | -7% | u | -3% | -1% | u | -9% | -10% | -21%
Nn1cnnc1N/N=C/c1ccc(F)cc1
    6% | 16% | 45µM* | 0% | 2% | 16µM* | -5% | -13% | 2%
CC(O)c1cccc2cc(C(O)CNC(C)(C)C)oc12 (centres undefined)
    14%[60.1 µM] | -4% | x | -3% | x | x | x | x | -1%
O=C(NC1=NC2CCCCC2N1)c1ccccc1 (centres undefined)
    -5% | 1% | -31%[12.7 µM] | 0% | -18% | -1% | 0% | -9% | 1%
Cc1ccc(S(=O)(=O)c2nnn3c2nc(N2CCC(C(N)=O)CC2)c2ccccc23)cc1C
    17% | 92%[activator] | -6%[59 µM] | -1% | 6% | 34%[activator] | 2% | -10% | -19%
Cc1ccc(C(=O)N/C(=C/c2ccco2)C(=O)N2CCCCCC2)cc1
    -7% | -14% | 71µM* | -5% | -8% | 21% | 49% | -5% | -4%
Cc1ccc([N+](=O)[O-])cc1NC(=S)NCCc1ccccc1
    -6% | 18% | -26% | -3% | -30% | 18% | -1% | -1% | -21%
CC(CC(=O)N1CCN(c2ccccc2)CC1)c1ccccc1 (centres undefined)
    -9% | 16% | 19%[59 µM] | 1% | 3% | 3% | 36% | -13% | -2%
Cc1ccc(-c2nnc(SCC(=O)Nc3cccc(C(=O)N4CCOCC4)c3)n2C)cc1
    1% | -12% | 12%[59 µM] | 0% | 9% | -9% | 55% | -16% | 0%
CC(C)c1ccc(N=C2NN=C(c3cccs3)CS2)cc1
    -17% | -3% | -4% | -4% | u | 97%[activator] | -2% | 3% | u
CCn1c(C(=O)NCc2ccccc2C)cc2oc3ccccc3c21
    -16% | x | -3%[59 µM] | -9% | -11% | -8% | 0% | x | 31%[activator]
O=C(c1cccc(Oc2ccccc2)c1)N1CCN(c2ccccn2)CC1
    -8% | -11% | 4% | -2% | -18% | -2% | 25% | -2% | -22%
COc1ccc(CNc2ncncc2-c2cccc(NS(C)(=O)=O)c2)c(OC)c1
    -1%[60.1 µM] | -3% | -30%[0.501 µM] | 7% | x | x | x | x | x
Cc1ccc(CNC(=O)C(=O)NCC(c2cccs2)S(=O)(=O)c2ccc(C)cc2)cc1 (centres undefined)
    -13%[60.1 µM] | x | u | -1% | -5% | 0% | -2% | -5% | 48%[activator]
CS(=O)(=O)N(C(=O)NC(=O)NC12CC3CC(CC(C3)C1)C2)C1CCCCC1
    -11% | -2% | 17%[59 µM] | 0% | -16% | 52%[activator] | 12% | -5% | u
CCOc1cc(C(=O)NC(C)CC)cc(OCC)c1OCC (centres undefined)
    -10% | -4% | 0% | 0% | -1% | 11% | -1% | -3% | -6%
O=C(C1CCN(S(=O)(=O)N2CCOCC2)CC1)N1CCN(c2ccccc2F)CC1
    1% | 2% | -25% | -13% | -1% | -6% | 40% | -6% | -1%
COc1ccccc1S(=O)(=O)Cc1ccc(C(=O)NCc2ccccc2)o1
    -14% | 2% | -7% | -2% | -2% | 21% | 2% | -19% | 7%
CCOc1cc(/C=N/NC(=O)c2ccncc2)ccc1OC(=O)c1ccco1
    -3% | -27% | -6%[0.501 µM] | -8% | u | 0% | -18% | -8% | -9%
CC(C)CC(c1nnnn1CC1CCCO1)N1CCN(c2cccc(Cl)c2)CC1 (centres undefined)
    -5% | 10% | 15%[59 µM] | -5% | 11% | 18% | 4% | -23% | 3%
COc1cccc(CNC(=O)CCC2CCCN(C3CCOCC3)C2)c1 (centres undefined)
    -4% | 8% | u | -3% | 4% | 99%[activator] | -8% | -13% | -6%
COc1ccc(/C=N/NC(=O)c2ccncc2)cc1CSc1nc2ccccc2s1
    -2% | 10% | -8%[59 µM] | 6% | u | 14% | -15% | -5% | 0%
CC(C)CCN1CCN(Cc2ccsc2)CC1CCO (centres undefined)
    11% | -1% | 7% | -1% | -3% | 1% | 44% | -4% | -3%

Full records, looked up by structure. Order of values: Pol kappa inh	APEX1 inh	G9a block	BLM helicase inh	BAZ2B block	Pol iota inh	POLB inh	POLH inh	Anesthetic bind
Record of `CC(C)CCN1CCN(Cc2ccsc2)CC1CCO` (centres undefined) : 11%	-1%	7%	-1%	-3%	1%	44%	-4%	-3%
Record of `COc1ccc(NC(=O)Cn2c(=O)n(-c3ccc(OC)cc3OC)c(=O)c3c(C)c(C)sc32)cc1` : -14%	2%	-8%	-1%	-22%	30%	-20%	-17%	-1%
Record of `CC(CC(=O)N1CCN(c2ccccc2)CC1)c1ccccc1` (centres undefined) : -9%	16%	19%[59 µM]	1%	3%	3%	36%	-13%	-2%

The results go on.
Second line of a record – Pol kappa inh | APEX1 inh | G9a block | BLM helicase inh | BAZ2B block | Pol iota inh | POLB inh | POLH inh | Anesthetic bind
O=C(COC(=O)CCCSc1nc2ccccc2[nH]1)Nc1ccc(Cl)cc1
    -7% | 2% | u | -5% | 5% | 1% | -3% | -15% | u
Cc1cccc(C)c1OCC(O)Cn1c2ccccc2c2ccccc21 (centres undefined)
    -16% | -10% | 6%[59 µM] | -15% | 4% | 3% | 11% | -4% | 33%[activator]
CCCSc1ccc([C@@H]2[C@H]3C(=O)N(CC)C(=O)[C@H]3[C@]3(C(=O)OC)CCCN23)cc1
    -13% | 1% | -8%[2.33 µM] | x | u | u | x | -16% | x
CCOc1ccc(S(=O)(=O)N2CCN(c3cccc(C(F)(F)F)c3)CC2)cc1OCC
    -2% | x | -1%[59 µM] | -12% | 2% | u | 9% | -10% | 123%[activator]
COc1ccccc1CNC(=O)CCCCn1c(=O)c2ccccc2n(CC(=O)Nc2c(C)cc(C)cc2C)c1=O
    -1% | x | 10%[59 µM] | -7% | 0% | -6% | 19% | 8% | 2%
CC(=O)c1c(N2CCN(Cc3ccccc3)CC2)nc(=S)n(Cc2ccccc2)c1C
    -16% | 3% | 15%[59 µM] | 5% | u | 15% | 31% | -6% | 2%
COc1ccc(C(=O)NCC(c2ccc(F)cc2)N2CCOCC2)cc1S(=O)(=O)N1CCCC1 (centres undefined)
    -1% | 0% | 13% | -3% | -1% | 9% | 17% | -6% | -13%
COc1ccc(-n2nnnc2SCC(=O)NCCc2ccccc2)cc1
    -25% | x | 4%[59 µM] | 2% | -8% | 18% | -1% | -21% | -7%
O=C(COC(=O)c1ccccc1C(=O)c1ccc(Cl)cc1)NCc1ccccc1
    1% | -3% | 12%[59 µM] | 0% | 2% | 15% | 20% | -14% | -12%
Cc1ccc(-c2cc(C(=O)N/N=C/c3ccc([N+](=O)[O-])o3)c3ccccc3n2)o1
    u | -24% | 45µM* | -9% | -37% | u | -9% | 50µM* | -22%
Oc1cccc2ccc[n+](CC(O)Cn3c4ccccc4c4ccccc43)c12 (centres undefined)
    -1% | 10% | 7.9µM* | -18% | u | u | 10% | u | -13%
O=C(Nc1cc(F)ccc1F)N1CCC(CN2CCCC2)CC1
    -5% | x | -10%[59 µM] | -1% | 5% | 8% | -1% | 6% | 4%
Cc1ccc(NC(=O)Cc2ccc(-n3c(C)nc4cccnc43)cc2)cc1C
    -16% | x | -32%[59 µM] | 0% | u | -1% | 4% | -14% | 44%[activator]
O=C(Nc1ccc(Cl)cc1)Nn1cnnc1
    -16% | 0% | x | -3% | -11% | -2% | 3% | -9% | -4%
COc1ccc(Nc2nnc(-c3ccc(N4CCOCC4)c([N+](=O)[O-])c3)c3ccccc23)cc1
    -1% | -4% | -7% | -4% | -25% | 16% | 91% | -11% | -21%
COc1ccc(C(=O)Nc2ccc3nc4n(c(=O)c3c2)CCCCC4)cc1OC
    3% | x | 9%[59 µM] | -2% | -2% | 53%[activator] | 22% | -11%&-12% | -10%
Cc1ccc(C(=O)Nc2cccc(C(=O)NCc3ccccc3)c2)o1
    -3% | -1% | 18% | 0% | 8% | -4% | 33% | -8% | -22%
CCn1cc(CNC(=O)C2CCC(=O)N(CCc3cccc(F)c3)C2)cn1 (centres undefined)
    -19% | 31% | -4% | -1% | -4% | 39%[activator] | 12% | -13% | -5%

Only part of the results is shown; count on the stated rates, not on these rows.
